Screening results from PubChem.
Tb PFK block – inhibitors of T. brucei phosphofructokinase | T. brucei PFK, ADP-Glo luminescence | Potency, µM (titrated, usually from 57.5 µM), for inactives: at the top dose activity, negative = inhibition, usual class: inhibitors | 330,000 compounds, 0.17% hits | AID 485367;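 further: potency means the concentration at half of the fitted maximal effect; 0% = uninhibited 1x PFK enzyme wells and -100% = no-enzyme wells; nearly all actives have a fitted effect of over 60% in size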
Target sequence (O15648 whole entry, looked up): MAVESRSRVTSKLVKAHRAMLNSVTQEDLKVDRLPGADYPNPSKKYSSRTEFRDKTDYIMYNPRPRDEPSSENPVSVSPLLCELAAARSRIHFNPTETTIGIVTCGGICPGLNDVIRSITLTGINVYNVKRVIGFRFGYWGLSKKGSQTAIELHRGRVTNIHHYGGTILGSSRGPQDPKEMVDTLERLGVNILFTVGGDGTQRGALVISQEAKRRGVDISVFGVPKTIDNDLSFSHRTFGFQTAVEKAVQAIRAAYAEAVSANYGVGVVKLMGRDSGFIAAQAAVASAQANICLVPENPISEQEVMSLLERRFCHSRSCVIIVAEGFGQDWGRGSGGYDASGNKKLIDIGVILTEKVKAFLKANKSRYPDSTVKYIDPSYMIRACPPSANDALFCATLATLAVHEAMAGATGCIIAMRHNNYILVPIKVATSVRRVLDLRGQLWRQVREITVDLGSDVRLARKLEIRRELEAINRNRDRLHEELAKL
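In TEA buffer at pH 8.0 with 5 mM MgCl2, enzyme (1.25 nM) converted F6P (0.5 mM) and ATP (0.1 mM) for 45 min at room temperature. ADP product was read by luciferase luminescence.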
Mito fusion yeast – mitochondrial division inhibition or fusion activation. 320,000 compounds, 0.23% hits. Potency, µM (doses to about 46.1 µM), for the others: top-dose growth rescue (activation), hits mostly activators. AID 485298. S. cerevisiae fusion-defective mutant growth rescue, CellTiterGlo 48 h;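 further: potency means the concentration at half of the fitted maximal effect; % of control where 0% means no effect; nearly all actives have a fitted effect of over 45% in size; temperature-sensitive fusion mutants such as fzo1-1 at 37 °C on non-fermentable ethanol glycerol medium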
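Read-out: ATP-based luminescence (CellTiterGlo, 10 min ambient) reporting growth of fusion-defective ts yeast after 48 hours at 37C on glycerol/ethanol YPEG medium in the presence of compound.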
TCR act – activates T cell receptor signaling. primary human leukocytes, anti-CD3, IL-2 HTRF, 48 h. Potency, µM (top dose mostly 9.22 µM), without a hit: at the highest dose activation of IL-2 secretion, actives largely listed as activators. 330,000 tested, under 10 active. AID 504894; further: % of control where 0% means no effect
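Activity was scored as IL-2 release from primary human leukocytes given only a TCR signal (a-CD3 beads) plus compound for 48 hr. Detection used a two-antibody HTRF format read at 665nm.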
Integrin act MD – activates integrin-mediated alleviation for muscular dystrophy; alpha7betagal myoblasts, beta-gal FDG fluorescence, 48 h; AID 624291; 350,000 compounds, 0.064% hits; Potency, µM (highest dose often 38.3 µM), inactives show at the top dose activation, actives largely listed as activators;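 further: potency means the concentration at half of the fitted maximal effect; 100% = response of the positive control SU9516; nearly all actives have a fitted effect of over 60% in size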
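Alpha7betagal+/- myoblasts (passage 13) were plated 16-24 hr, then exposed to compounds (1:260 dilution of DMSO stock) for 48 hours at 37C. After MPER lysis, β-galactosidase reporter activity was read as FDG fluorescence (ex 480/em 540) after 30 minutes.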
A-T KAP1 phos – potential ataxia-telangiectasia treatment. […] A-T fibroblasts, KAP-1 phosphorylation AlphaLISA; neocarzinostatin DNA damage 30 min before lysis. Potency, µM (series often up to 57.5 µM), for inactives: at the highest dose activation, most hits filed as activators. 320,000 compounds, 0.19% hits; further: potency means the concentration at half of the fitted maximal effect; % of control where 0% means no effect; nearly all actives have a fitted effect of over 45% in size
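ATM-like activity read as KAP-1 phosphorylation via AlphaLISA donor/acceptor antibody pairs after lysis and 6 hr at 25C. Cells were ATM-null patient fibroblasts ([…], hTERT), dosed 60 min, then exposed to the DSB inducer NCS for 30 min.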
TSG101-PTAP inh – blocks PTAP/TSG101 interaction to inhibit HIV-1 budding; Q99816; Fluorescence polarization, FITC-PTAP peptide / Tsg101 binding; Potency, µM (top dose mostly 115 µM), for inactives: top-dose activity change, negative = inhibition, usual class: inhibitors; 340,000 tested, under 10 active; AID 493005; active means well fitted inhibition curve with a large enough effect in the main read-out, with a control signal flat, not every such curve was filed as active; inconclusive means small, poorly fitted or top-dose-only effect, or effect the other way, or a change in a side signal; inactive means no such curve, though single readings can be large or run the other way; further: potency means the concentration at half of the fitted maximal effect; % of control where 0% means no effect
Target sequence (Q99816 whole entry, looked up): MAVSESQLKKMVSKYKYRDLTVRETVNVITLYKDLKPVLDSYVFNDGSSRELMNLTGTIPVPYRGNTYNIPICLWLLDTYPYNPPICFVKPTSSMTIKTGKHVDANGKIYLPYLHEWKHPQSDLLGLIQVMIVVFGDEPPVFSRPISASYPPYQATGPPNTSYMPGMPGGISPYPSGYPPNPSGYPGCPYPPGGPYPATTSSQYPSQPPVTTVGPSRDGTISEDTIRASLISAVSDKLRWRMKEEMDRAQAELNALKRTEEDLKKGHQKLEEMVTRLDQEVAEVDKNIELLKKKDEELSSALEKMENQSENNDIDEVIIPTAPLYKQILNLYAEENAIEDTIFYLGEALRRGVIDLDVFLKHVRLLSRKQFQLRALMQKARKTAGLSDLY
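Fluorescence polarization binding of Tsg101 binding domain (10 uM final) to FITC-labeled PTAP peptide (50 nM final) in HEPES pH 7.5 buffer with NaCl, Tween 20, EDTA, TCEP. Compounds added before peptide; binding 20 min at RT.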
ASM inhibitor – inhibitors of human secretory acid sphingomyelinase. AID 504937. Potency, µM (doses to about 57.5 µM), inactives show at the top dose activity change, negative = inhibition, usual class: inhibitors. 340,000 compounds, 0.006% hits. P17405. placental ASM, HMU-PC fluorogenic substrate, 60 min; further: potency means the concentration at half of the fitted maximal effect
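Fluorogenic HMU-PC substrate (9 uM final) is turned over by placental ASM in 60 min at 37 C after a 10 min compound preincubation. Reaction ended by alkaline stop (pH 10), with fluorescence read at 386/447 nm.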
TSHR antag – antagonists of human thyroid stimulating hormone receptor; P16473; TSHR-expressing cells, TSH-stimulated cAMP HTRF, 2 h; active compounds read low; activity change, negative = inhibition, % at 11.5 µM; 330,000 compounds, 0.2% hits;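 active means activity change below a set negative limit, meaning inhibition stronger than a set level, cut at about -70% in these data; inconclusive means activity change between two set negative limits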; further: on the % scale 0 is the no-effect control and ±100 the full control effect
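Read-out is FRET at 665 nm (cryptate excitation 337 nm) from a cryptate-tagged anti-cAMP antibody, competed by cell cAMP against cAMP-d2. Compounds are tested on freshly harvested TSHR cells challenged with 4nM TSH (EC80) for 2 hours at 37 deg C.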
ELG1 repair inh – inhibitors of ELG1-dependent DNA repair in HEK293T cells. 330,000 compounds, 2.3% hits. Potency, µM (top dose mostly 46.1 µM), for inactives: at the highest dose activity change, negative = inhibition, usual class: inhibitors. HEK293T ELG1-luciferase reporter, luminescence, 16 h; DNA damage induced by 5-fluorouridine; further: potency means the concentration at half of the fitted maximal effect; on the % scale 0 is the no-effect control and ±100 the full control effect; nearly all actives have a fitted effect of over 55% in size
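5-Fluorouridine DNA damage + compound/DMSO, 2,000 cells/well, 16 h, 37 °C/5% CO2. ONE-Glo, 30 min RT, luminescence. Readout = decrease in reporter signal.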
BCR signal inh – chronic active BCR signaling inhibition; ABC-DLBCL IkBa-CBG/CBR reporter, luminescence ratio, 4 h; Potency, µM (highest dose often 46.1 µM), without a hit: top-dose ratio change, negative = lower green/red ratio, actives largely listed as inhibitors; 340,000 compounds, 0.05% hits; AID 493014; active means well fitted inhibition curve with a large enough effect in the signal ratio, with a control signal flat, not every such curve was filed as active; inconclusive means small, poorly fitted or top-dose-only effect, or effect the other way, or a change in a side signal; the % refers to the signal ratio;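 further: potency means the concentration at half of the fitted maximal effect; plate controls were basal doxycycline-induced cells for no effect and cells given 10 µM MG132 for full effect; MG132 reads +100%, hits lower the ratio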
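Concentration-response series (up to 46 uM) were applied to TMD8 dual-reporter cells for 4 h at 37C with doxycycline. Green/red ratio, after filter-overlap correction, defined %Activity; red signal alone was normalised to basal cells and zero luminescence.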
Eya2 inh – inhibitors of human Eya2 phosphatase activity; 330,000 compounds, 0.006% hits; Potency, µM (series often up to 76.9 µM), for inactives: top-dose activity, negative = inhibition, hits mostly inhibitors; O00167; recombinant Eya2, OMFP fluorescence dephosphorylation (OMFP is methylfluorescein phosphate); AID 488837; further: potency means the concentration at half of the fitted maximal effect; on the % scale 0 is the no-effect control and ±100 the full control effect
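Eya2 protein (added as 0.2 uM solution) was preincubated with compound for 10 min at ambient temperature in 50 mM HEPES pH 7.5, 50 mM NaCl, 5 uM MgCl2, 0.05% BSA, 1 mM DTT. OMFP (added at 50 uM) then reacted 10 min; fluorescence read at 485/525 nm.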
Numbers without * were called inactive; u = inconclusive; x = no result given; [ ] = dose if it differs, or a comment. Unless noted, the call rests on the fitted dose curve; in most records, active means well fitted curve in the direction sought with a large enough effect; inconclusive means small, poorly fitted or top-dose-only effect, or another doubt; inactive means no such curve, though single readings can be large; an effect the other way counts as inactive or inconclusive.

SMILES	A-T KAP1 phos	ASM inhibitor	TCR act	Integrin act MD	BCR signal inh	TSHR antag	ELG1 repair inh	Eya2 inh	Mito fusion yeast	Tb PFK block	TSG101-PTAP inh
COc1ccc(OC)c(-c2cc(C(=O)Nc3c(C)nn(Cc4ccccc4C)c3C)no2)c1	0%	-3%	-3%	-25%	u	-12	26µM*	15%	-3%	-1%	-14%
CC1=C(C(=O)OCc2ccccc2)C(c2ccccc2Cl)NC(=O)N1C (stereo not drawn)	13%	-1%	-9%	5%	u	0	u	-10%	6%	1%	-3%
CNC(=O)CCSSCCC(=O)NC	0%	0%	-7%	-1%	-10%	5	-3%	3%	1%	-1%	-3%
COc1ccc(C)cc1-n1nnnc1SCC(=O)NC(=O)NCc1ccco1	-2%	-5%	-5%	2%	3%	4	u	-32%	-5%	11µM*	-10%
Nc1ccc(CCc2nc3ccccc3o2)cc1	8%	5%	x	-20%	u	11	u	21%	8%	-3%	-7%
COc1ccc2c(/C=N/NS(=O)(=O)c3ccc(C)cc3)c[nH]c2c1	0%	-9%	-5%	-15%	17%	-6	0%	13%	-3%	-17%	-6%
O=C(NNc1ncccc1Cl)c1c(Cl)cccc1Cl	5%	2%	-13%	-3%	-1%	-12	0%	0%	5%	1%	-4%
O=C(CN1CCCCCC1)NCc1ccccc1	0%	-1%	-1%	8%	1%	10	0%	4%	3%	-1%	-3%
O=C(COC(=O)CC(c1ccccc1)c1ccccc1)Nc1cccc(F)c1	3%	-9%	2%[46.1 µM]	7%	-9%	-7	-6%	-6%	u	1%	-3%
CC(C)(C)c1cc(C(=O)N/N=C/c2ccccc2O)n(-c2ccccc2)n1	4%	3%	-5%[46.1 µM]	3%	u	-15	u	2%	-4%	0%	0%
CCOc1ccc(NC(=O)CN(C)C(=O)c2cc(C3CC3)nn2-c2ccccc2)cc1OCC	7%	-2%	-3%	-2%	u	0	-20%	23%	4%	0%	-1%
CCOc1cc(NC(=S)NCC2CCCO2)c(OCC)cc1NC(=O)CC(C)C (stereo not drawn)	2%	4%	2%	-2%	-2%	2	0%	-2%	-4%	-2%	-1%
COc1ccc(C2OCC3(CO2)SC(=O)NC3=O)cc1 (stereo not drawn)	-5%	8%	-1%[46.1 µM]	8%	-1%	-8	-3%	2%	4%	5%	-3%
COc1ccc2c(c1OC)C(=O)N(c1cccc(/C=C/C(=O)O)c1)C2	-2%	-4%	8%	11%	x	-8	u	-9%	6%	27%	0%
COc1ccc2nc(NC(=O)C3CC(=O)N(c4ccccc4)C3)sc2c1 (stereo not drawn)	-3%	-11%	-14%	16%	u	-9	u	-11%	6%	-16%	-1%
COc1ccc(NC(C)=[N+](C)CCNS(=O)(=O)c2ccc(Cl)cc2)cc1	1%	1%	2%	-38%	0%	-3	-14%	-4%	-7%	0%	0%
COc1cc(C(=O)Nc2nc3ccc(S(=O)(=O)N4CCOCC4)cc3s2)cc(OC)c1OC	9%	0%	-4%	6%	-1%	-9	-29%	1%	5%	11%	-4%
CCOC(=O)CC1(NC(=O)c2cc(COc3cccc(OC)c3)on2)CCCCC1	12%	-1%	0%	-46%[inhibitor]	-3%	-14	u	-9%	7%	-4%	0%
O=C(Cn1cc(C(=O)C(F)(F)F)c2ccccc21)Nc1ccccc1F	0%	0%	4%	-30%	1%	-3	-1%	2%	-1%	1%	-7%
Cc1cc(C(=O)NNC(=O)C(C)NS(=O)(=O)c2ccccc2F)c(C)o1 (stereo not drawn)	-5%	-2%	-2%	-36%[inhibitor]	4%	x	4%	-10%	x	-15%	-8%
CCN1CCSc2ccc(C(=O)NCc3cccc(F)c3)cc21	17%	x	-6%	9%	-9%	1	-1%	-16%	1%	-9%	-1%
CCOc1ccc(C(=O)NNC2CC(=O)N(Cc3ccc(Cl)cc3)C2=O)cc1OC (stereo not drawn)	-2%	-4%	3%	8%	-1%	-5	7%	2%	-6%	21%	-1%
Cc1cccc(NC(=O)c2cc3c([nH]c4ccccc43)c(C)n2)c1C	3%	5%	0%[46.1 µM]	17%	u	3	u	-3%	-5%	-1%	1%
O=C(CSc1n[nH]c(=O)n1Cc1ccco1)N1CCOCC1	2%	6%	8%	-13%	-6%	4	-9%	4%	-2%	0%	-6%
CCN(c1ccccc1)S(=O)(=O)c1cnc[nH]1	-6%	2%	-3%	13%	0%	11	0%	-40%	0%	7%	-5%
CCOCCCn1c(SCC(=O)/C(C#N)=C(\C)N)nc2ccccc2c1=O	8%	4%	4%[46.1 µM]	0%	0%	-4	u	-3%	1%	-1%	-3%
N#CCSc1nc2cc(C(=O)N3CCCC3)ccc2c(=O)n1Cc1ccccc1	0%	-3%	-4%	-42%[inhibitor]	0%	16	u	-14%	-2%	1%	-1%
Cc1ccc(S(=O)(=O)NN=C2CCC(C(C)(C)C)CC2)cc1[N+](=O)[O-] (stereo not drawn)	1%	-3%	1%[46.1 µM]	-4%	0%	-7	3%	-11%	-10%	0%	-1%
CC1=NCCN1S(=O)(=O)c1ccccc1[N+](=O)[O-]	1%	-1%	2%	2%	1%	5	6%	10%	-5%	-5%	-4%
COC(=O)C(C)n1cnc2c(nnn2-c2ccccc2)c1=O (stereo not drawn)	8%	-2%	1%	22%	u	-16	0%	1%	-3%	1%	-1%
COc1ccccc1/C=C1\S/C(=N/NC(=O)c2cccc(Br)c2)NC1=O	-5%	-6%	-5%	-6%	u	-42	1%	20%	0%	12%	-11%
Cc1c(CN2CCCC(C)C2)c(O)n(CCO)c(=O)c1C#N (stereo not drawn)	0%	-1%	4%	-6%	-13%	-18	5%	0%	1%	1%	1%
Cc1ccc2c(c1)C(=C(C#N)C#N)C(=O)N2CCN1CCOCC1	0%	5%	1%	13%	u	3	26%	1%	2%	-4%	-4%
COc1ccc2ccc(OC)c(/C=N/n3cnnc3)c2c1	-11%	0%	0%	4%	u	-2	-14%	-11%	5%	-3%	-3%
COc1ccc2c(c1OC)C(=O)N(c1ccccn1)C2	5%	0%	0%	24%	u	-1	u	3%	1%	1%	-5%
COc1ccc(NC(=O)CSc2nnc(NC(C)=O)s2)c([N+](=O)[O-])c1	-4%	-4%	4%	40%	2%	-5	-12%	-7%	2%	-5%	-4%
c1ccc(-n2ncc3c(NCCN4CCCCC4)ncnc32)cc1	2%	3%	1%	-12%	9%	-1	u	-12%	-7%	1%	-5%
CCCc1nc2sc3c(c2c(=O)n1N)CCC3	4%	5%	0%	2%	-21%	2	4%	-6%	5%	0%	-2%
O=C(O)C(NS(=O)(=O)c1ccccc1)C(O)c1ccccc1 (stereo not drawn)	10%	2%	6%	6%	-1%	11	-7%	-2%	1%	0%	-3%
NC(=O)c1ccc(-n2nnnc2Oc2ccccc2C(=O)N2CCOCC2)cc1	-9%	1%	-4%	-4%	u	8	8%	6%	0%	0%	-2%
COC(=O)c1cc2ccsc2n1Cc1nc(-c2ccc(Cl)cc2)oc1C	0%	-11%	5%	16%	0%	-12	-11%	-10%	3%	-1%	1%
COc1ccc(/C=N/Nc2nnc(Cc3ccccc3)c(=O)[nH]2)cc1	-3%	2%	0%	9%	1%	17	2%	-18%	0%	-3%	-12%
CC(Sc1ncccn1)C(=O)NC1CCCC1 (stereo not drawn)	4%	-1%	2%	9%	-5%	20	u	1%	-2%	-1%	-18%
COc1ccc(Cc2nc3ccc(C(=O)N4CCC(N(C)C)C4)cc3o2)cc1 (stereo not drawn)	-8%	1%	7%	2%	u	-6	26%	8%	-3%	0%	-3%
